# Screening data deposited in PubChem by several laboratories.
# V1R ag counter: V1a receptor agonism, counter-screen for OXTR agonists; P37288; CHO-V1R cells, Fluo-8 calcium fluorescence, agonist mode; 0% DMSO, 100% 3 nM vasopressin; activation, % at 3 µM; 320,000 tested, 0.25% active; AID 2797;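 active means activation above the mean activation of all tested compounds plus 3 SD, per screening run, cut at about 20% in these data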;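 further: signal is peak over basal fluorescence ratio across a 100 second FLIPR read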
# PfM18AAP inh: PfM18AAP enzyme inhibition. recombinant PfM18AAP, H-Glu-NHMec fluorogenic cleavage. inhibition, % at 7.35 µM. 290,000 tested, 1.2% active;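 active means inhibition above the campaign mean inhibition over all tested compounds plus 3 SD, cut at about 28% in these data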;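 further: 0% = plate median of test compound wells and 100% = 2 mM ZnCl2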
# NALP1 yeast inh: blocks the NALP1 inflammasome reconstituted in yeast; S. cerevisiae NALP1/ASC/caspase-1 growth, X-gal OD620, 72 h; inhibition, % at 10 µM; 280,000 tested, 0.61% active; AID 2071; in the data active means inhibition mostly above about 24%, no sharp cut-off; inactive means mostly below about 32%; further: some compounds called inactive have numbers as strong as hits
# OXTR agonist: human OXTR agonism. activation, % at 3 µM. CHO-OTR cells, Fluo-8 calcium fluorescence; normalized: DMSO 0%, oxytocin 100%. AID 2435. 320,000 tested, 0.32% active. P30559;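 active means activation above the mean of all tested compounds plus 3 SD, cutoff set per screening run, cut at about 20% in these data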;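 further: peak over basal fluorescence ratio from a 100 s FLIPR kinetic read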
# Target sequence (P30559 whole entry, looked up): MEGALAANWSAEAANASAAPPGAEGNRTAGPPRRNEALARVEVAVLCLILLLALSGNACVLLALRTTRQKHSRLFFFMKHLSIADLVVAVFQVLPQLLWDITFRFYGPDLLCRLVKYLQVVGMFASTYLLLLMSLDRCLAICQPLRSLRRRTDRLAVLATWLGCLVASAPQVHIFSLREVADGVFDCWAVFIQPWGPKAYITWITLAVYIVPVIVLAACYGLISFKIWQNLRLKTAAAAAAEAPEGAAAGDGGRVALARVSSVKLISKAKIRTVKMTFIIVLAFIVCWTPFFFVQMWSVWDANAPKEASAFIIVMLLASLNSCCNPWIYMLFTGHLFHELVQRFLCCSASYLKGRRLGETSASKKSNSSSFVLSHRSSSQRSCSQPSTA
# MEKK2wt PB1 HTS: raises or lowers MEK5 binding to wildtype human MEKK2 PB1 domain; bead flow cytometry, Alexa488-MEK5 binding to MEKK2 WT; actives lie on both sides; binding response (% of control), % at 10 µM; 290,000 tested, 1.1% active; AID 1531; in the data active means binding response below about 67% or above about 130%
# GPR7 antagonist: blocks human GPR7 receptor signaling; P48145; GPR7-expressing cells, fluorescence antagonist assay; inhibition, % at 4.4 µM; 290,000 tested, 1.1% active; AID 1861; in the data active means inhibition above about 16%, passing the limit was not always enough;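 further: cells stimulated with the agonist NPW; 0% = agonist with vehicle and 100% = vehicle without agonist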
# OXTR potentiate: human OXTR potentiation; P30559; CHO-OTR cells, Fluo-8 calcium fluorescence, potentiator mode; 0% = oxytocin EC15, 100% = EC100; activation, % at 3 µM; 320,000 tested, 0.061% active; AID 2445;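 active means activation above that plate's cutoff, the mean activation of tested compounds plus 3 SD, cut at about 6.6% in these data, passing the limit was not always enough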;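 further: 100% uses oxytocin at 75 nM as the full agonist control; some results filed as inactive read as strong as hits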
#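 test system = CHO-OTR cells, human receptor | compound = single-point 3.0 µM | schedule = 6 min compound pre-incubation at room temperature, 100 s kinetic read | signal = Fluo-8 no-wash calcium dye fluorescence, excitation 470-495 nm, emission 515-575 nm | repeats = single well per compound, singlicate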
# GalR3 antag: blocks the human galanin receptor 3 | HEK293 GalR3-CNG cAMP membrane potential fluorescence; galR3 body fused to GalR1 C-terminus | inhibition, % at 3 µM | O60755 | 360,000 tested, 0.44% active;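 active means inhibition above the screen-wide average plus 3 SD, cut at about 13% in these data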;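 further: forskolin and galanin both at EC90 stimulate the cells; cAMP rise reported by CNG channel membrane potential dye signal; 0% = forskolin plus galanin with DMSO and 100% = forskolin alone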
# Target sequence (O60755 1-299 limits assumed): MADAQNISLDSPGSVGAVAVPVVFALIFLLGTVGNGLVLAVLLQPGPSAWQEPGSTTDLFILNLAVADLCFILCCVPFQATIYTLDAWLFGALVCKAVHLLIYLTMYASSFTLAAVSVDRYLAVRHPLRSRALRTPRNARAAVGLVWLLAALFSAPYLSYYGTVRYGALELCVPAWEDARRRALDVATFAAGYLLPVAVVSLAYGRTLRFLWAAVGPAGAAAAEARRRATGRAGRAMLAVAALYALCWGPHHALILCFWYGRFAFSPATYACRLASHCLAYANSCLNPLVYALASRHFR
# MEKK2mut PB1 HTS: signal of MEK5 binding to mutant human MEKK2 PB1 domain | bead flow cytometry, Alexa488-MEK5 binding to MEKK2 mutant | percent response, % at 10 µM | 290,000 tested, 0.35% active | AID 1530; in the data active means percent response above about 24%, passing the limit was not always enough; further: inactives centre near 1; some results filed as inactive read as strong as hits; reference of the scale not given here
# * marks the source's active call; other numbers are inactive results; · = not tested or not shown.
# Preview (5 entries):
# Letter code: A = V1R ag counter; B = PfM18AAP inh; C = NALP1 yeast inh; D = OXTR agonist; E = MEKK2wt PB1 HTS; F = GPR7 antagonist; G = OXTR potentiate; H = GalR3 antag; I = MEKK2mut PB1 HTS
1	Cn1c(NC(=O)C2CCCC2)cc(=O)n(C)c1=O
  A = -0.3; B = 1; C = 8; D = 1.1; E = 99; F = -12; G = -7; H = 2; I = 5
2	Cc1ccc(NC(=O)CSc2nnnn2-c2cccnc2)c(C)c1
  A = -0.2; B = -6; C = 16; D = -0.2; E = 103; F = -6; G = -8; H = -8; I = 3
3	O=C(CSc1nnc(Cc2ccccc2)o1)N1CCc2ccccc21
  A = -1.1; B = 0; C = -2; D = -0.9; E = 99; F = -7; G = -4; H = -1; I = 1
4	Nn1c(SCC(=O)Nc2ccc3c(c2)OCO3)nnc1-c1ccc(Cl)cc1
  A = -1.4; B = -1; C = -15; D = -1.5; E = 101; F = 7; G = -1; H = 0; I = 3
5	O=C(c1ccco1)N1CCN(S(=O)(=O)c2cccc(Cl)c2)CC1
  A = -0.3; B = -5; C = 2; D = 0.1; E = 103; F = -7; G = -3; H = -3; I = 12

# The whole of this part, previewed entries included:
# Letter code: A = V1R ag counter; B = PfM18AAP inh; C = NALP1 yeast inh; D = OXTR agonist; E = MEKK2wt PB1 HTS; F = GPR7 antagonist; G = OXTR potentiate; H = GalR3 antag; I = MEKK2mut PB1 HTS
1	Cn1c(NC(=O)C2CCCC2)cc(=O)n(C)c1=O
  A = -0.3; B = 1; C = 8; D = 1.1; E = 99; F = -12; G = -7; H = 2; I = 5
2	Cc1ccc(NC(=O)CSc2nnnn2-c2cccnc2)c(C)c1
  A = -0.2; B = -6; C = 16; D = -0.2; E = 103; F = -6; G = -8; H = -8; I = 3
3	O=C(CSc1nnc(Cc2ccccc2)o1)N1CCc2ccccc21
  A = -1.1; B = 0; C = -2; D = -0.9; E = 99; F = -7; G = -4; H = -1; I = 1
4	Nn1c(SCC(=O)Nc2ccc3c(c2)OCO3)nnc1-c1ccc(Cl)cc1
  A = -1.4; B = -1; C = -15; D = -1.5; E = 101; F = 7; G = -1; H = 0; I = 3
5	O=C(c1ccco1)N1CCN(S(=O)(=O)c2cccc(Cl)c2)CC1
  A = -0.3; B = -5; C = 2; D = 0.1; E = 103; F = -7; G = -3; H = -3; I = 12
6	CCOC(=O)Nc1sc(NS(=O)(=O)c2ccc(C)cc2)nc1C
  A = 0.2; B = 6; C = 2; D = 0.7; E = 100; F = -11; G = -1; H = -1; I = 2
7	Cc1ccc2nc(NC(=O)CSc3nc4ccccc4o3)sc2c1
  A = -0.2; B = -5; C = -3; D = -0.6; E = 102; F = -15; G = -5; H = -8; I = 1
8	Cc1csc2ncnc(N3CCN(S(=O)(=O)c4cccc(C(F)(F)F)c4)CC3)c12
  A = 8.1; B = -6; C = 3; D = 3.7; E = 100; F = -14; G = -15; H = -4; I = -1
9	c1ccc(CCn2nnnc2CN2CCCc3ccccc32)cc1
  A = -0.5; B = -9; C = 20; D = -1.2; E = 101; F = -4; G = -5; H = 10; I = 1
10	COc1ccc(-c2csc(NS(=O)(=O)c3ccc([N+](=O)[O-])cc3)n2)cc1
  A = 1.0; B = 5; C = 23; D = -0.1; E = 109; F = -10; G = -5; H = -12; I = 5

# One compound at a time, from the list above:
# O=C(c1ccco1)N1CCN(S(=O)(=O)c2cccc(Cl)c2)CC1 reads V1R ag counter: -0.3; PfM18AAP inh: -5; NALP1 yeast inh: 2; OXTR agonist: 0.1; MEKK2wt PB1 HTS: 103; GPR7 antagonist: -7; OXTR potentiate: -3; GalR3 antag: -3; MEKK2mut PB1 HTS: 12
# COc1ccc(-c2csc(NS(=O)(=O)c3ccc([N+](=O)[O-])cc3)n2)cc1 reads V1R ag counter: 1.0; PfM18AAP inh: 5; NALP1 yeast inh: 23; OXTR agonist: -0.1; MEKK2wt PB1 HTS: 109; GPR7 antagonist: -10; OXTR potentiate: -5; GalR3 antag: -12; MEKK2mut PB1 HTS: 5

# Next part
# Letter code: A = V1R ag counter; B = PfM18AAP inh; C = NALP1 yeast inh; D = OXTR agonist; E = MEKK2wt PB1 HTS; F = GPR7 antagonist; G = OXTR potentiate; H = GalR3 antag; I = MEKK2mut PB1 HTS
11	COc1ccc(Cc2nc3ccc(C(=O)NCCn4ccnc4C)cc3o2)cc1OC
  A = 0.1; B = -5; C = 8; D = -0.1; E = 93; F = -2; G = -7; H = 1; I = -5
12	COc1cc(CCC(=O)OCC(=O)Nc2ccc(F)c(F)c2F)cc(OC)c1OC
  A = 3.3; B = 6; C = 25; D = 3.4; E = 97; F = -6; G = -3; H = -10; I = 1
13	COc1ccc(CCNC(=O)c2ccc3nc(N4CCOCC4)sc3c2)cc1OC
  A = 0.1; B = 4; C = 32; D = 0.2; E = 102; F = -7; G = -5; H = 3; I = 2
14	O=C(N/N=C/c1ccc([N+](=O)[O-])s1)c1cccc(Br)c1
  A = 1.2; B = 1; C = 9; D = -0.6; E = 100; F = 1; G = -11; H = -3; I = 4
15	COc1cc(OC)cc(C(=O)Nn2cc(C(=O)Nc3ccc(F)cc3F)c3ccccc3c2=O)c1
  A = 1.1; B = -3; C = 18; D = -1.5; E = 95; F = -6; G = -7; H = 1; I = -1
16	CCC(C)NC(=O)Cc1ccc(-c2ccccc2)cc1 (configuration not stated)
  A = 1.4; B = -2; C = -36; D = -0.4; E = 103; F = -2; G = -4; H = -1; I = -3
17	CCOC(=O)c1c(C)[nH]c(C)c1S(=O)(=O)N(C)CC(=O)Nc1ccccc1F
  A = 7.1; B = -9; C = 1; D = -0.4; E = 101; F = -2; G = 0; H = 2; I = -3
18	CCOc1cc2[nH]c(=O)n(CCCC(=O)NCc3ccc(OC)cc3)c(=O)c2cc1OCC
  A = 0.4; B = -3; C = 4; D = -0.6; E = 93; F = 7; G = 0; H = -2; I = -9
19	CN(C)S(=O)(=O)c1ccc(C(=O)OCc2ccc(C#N)cc2)cc1
  A = 3.6; B = -14; C = 11; D = 2.3; E = 107; F = 11; G = -9; H = 4; I = 8
20	Cc1noc(C)c1CS(=O)(=O)c1ccc([N+](=O)[O-])cc1
  A = 0.8; B = 4; C = -13; D = 0.5; E = 99; F = -3; G = -2; H = -2; I = 4
21	COc1cc2[nH]c(=O)n(CCC(=O)NC3CCCC3)c(=O)c2cc1OC
  A = 0.9; B = 1; C = -6; D = 1.2; E = 106; F = 3; G = -6; H = -1; I = 22
22	O=C1CN(C(=O)NCC(=O)N[C@@H](C(=O)O)c2ccccc2)c2ccccc2N1
  A = 0.2; B = -6; C = 28; D = 0.1; E = 94; F = -13; G = -7; H = -7; I = -3
23	NC(=S)c1cnn2c(-c3cccc(C(F)(F)F)c3)ccnc12
  A = -0.6; B = -1; C = 2; D = -1.9; E = 103; F = 13; G = -13; H = -8; I = 9
24	CCOc1ccc(C(CC(=O)O)NC(=O)C(c2ccccc2)c2ccccc2)cc1OC (configuration not stated)
  A = 0.7; B = ·; C = ·; D = 0.8; E = ·; F = ·; G = -5; H = -1; I = ·
25	CC1CCCC(NC(=O)C2CC(=O)N(Cc3ccccc3)C2)C1C (configuration not stated)
  A = 1.0; B = -19; C = 26; D = 0.5; E = 104; F = 6; G = 6; H = 0; I = 2
26	COc1ccc(F)c(-c2nc(CN3CCC(c4ccccc4)CC3)c(C)o2)c1
  A = -1.3; B = -5; C = 13; D = -0.5; E = 111; F = 14; G = -18; H = -6; I = 1
